# High-throughput results from PubChem BioAssay.
# KCNK3 block: human KCNK3 channel inhibition, primary screen; O14649; CHO-KCNK3 thallium flux, FluxOR fluorescence; active compounds read low; B-score at 10 µM; 340,000 tested, 0.84% active; AID 602410;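 active = B-score under library mean minus 4 SD, starting fluorescence ratio at most library mean plus 5 SD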;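 note: more negative B-score means stronger inhibition of thallium flux through KCNK3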
# TMEM16A act: activators or potentiators of mouse TMEM16A chloride channel; HEK293 TMEM16A/YFP-H148Q/I152L, iodide quench fluorescence; active compounds read low; 340,000 tested, 0.3% active; B-score at 10 µM;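 active = fluorescence-ratio B-score plate-corrected deviation score at least 3 library SD below zero, with starting fluorescence score within 5 deviations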;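 note: channel opened by trigger with iodide after compound preincubation; score built on the fluorescence ratio of max minus min over baseline; more negative score means more quench and so TMEM16A activation or potentiation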
# Target sequence (Q8BHY3 whole entry, looked up): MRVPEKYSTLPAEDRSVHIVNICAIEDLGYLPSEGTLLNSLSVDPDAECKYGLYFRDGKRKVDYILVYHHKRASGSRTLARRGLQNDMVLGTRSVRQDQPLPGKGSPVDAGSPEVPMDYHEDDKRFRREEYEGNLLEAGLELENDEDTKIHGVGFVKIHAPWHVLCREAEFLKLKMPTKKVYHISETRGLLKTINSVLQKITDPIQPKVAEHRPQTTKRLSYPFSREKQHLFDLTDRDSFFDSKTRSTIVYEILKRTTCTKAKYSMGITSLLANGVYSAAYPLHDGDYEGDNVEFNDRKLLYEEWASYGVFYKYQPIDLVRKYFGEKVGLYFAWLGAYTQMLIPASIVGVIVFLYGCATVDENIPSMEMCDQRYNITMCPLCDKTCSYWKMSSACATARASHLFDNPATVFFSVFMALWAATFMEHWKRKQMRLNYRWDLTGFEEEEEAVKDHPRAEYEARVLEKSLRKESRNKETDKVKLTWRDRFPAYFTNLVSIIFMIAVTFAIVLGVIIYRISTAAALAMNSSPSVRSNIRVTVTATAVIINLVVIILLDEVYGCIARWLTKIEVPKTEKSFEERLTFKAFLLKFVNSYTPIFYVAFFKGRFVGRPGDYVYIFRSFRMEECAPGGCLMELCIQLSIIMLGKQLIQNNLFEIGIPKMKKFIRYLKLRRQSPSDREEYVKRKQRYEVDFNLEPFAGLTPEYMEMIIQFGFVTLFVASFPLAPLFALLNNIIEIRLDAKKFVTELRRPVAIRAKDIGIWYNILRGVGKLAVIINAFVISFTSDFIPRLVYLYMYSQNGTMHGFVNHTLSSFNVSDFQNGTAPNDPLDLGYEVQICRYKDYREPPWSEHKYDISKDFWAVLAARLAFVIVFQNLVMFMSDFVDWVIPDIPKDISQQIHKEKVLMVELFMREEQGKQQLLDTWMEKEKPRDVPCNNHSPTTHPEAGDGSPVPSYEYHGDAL
# An asterisk follows results filed as active; i = inactive. This is a subset; the hit share may differ from the screen's.
SMILES,KCNK3 block,TMEM16A act
NC(=O)c1ccc(NC(=O)COC(=O)c2c[nH]c3ccccc23)cc1,i,i
O=S(=O)(Nc1nccs1)c1ccc(NS(=O)(=O)c2c(F)cc(F)c(Cl)c2F)cc1,i,i
O=C1CCC(C(=O)OCC(=O)Nc2ccc(Cl)cc2C(F)(F)F)=NN1,i,i
CCC(=O)N1CCC(NC(=O)Nc2ccc(OC(F)(F)F)cc2)CC1,i,i
O=C1C=C(c2ccc(-c3ccccc3)c(F)c2)C[C@@H](c2ccc(F)cc2)C1,i,i
Cc1ccc(C(=O)OCC(=O)Nc2ccc(F)c(Cl)c2)o1,i,i
CCOC(=O)c1sc(NC(=O)c2cccs2)nc1C,i,i
O=C(O)CN1C(=O)N/C(=C\c2cccn2-c2ccc(P(=O)(O)O)cc2)C1=O,i,i
O=C(Nc1cc(S(=O)(=O)N2CCOCC2)ccc1N1CCOCC1)c1ccc([N+](=O)[O-])s1,i,i
COc1ccccc1OCC(=O)Nc1ncc(C)s1,i,i
Cc1ccc(S(=O)(=O)N2CC(=O)N3CCN(CCN)C3C2)cc1 (configuration not stated),i,i
C[C@@H]1COC(=O)[C@H](CC(=O)OC(C)(C)C)C/C=C\C[C@@H](CC(=O)NCCO)C(=O)N1,i,i
O=C1CN(C(=O)COC(=O)CCC(=O)c2ccc(Cl)cc2)c2ccccc2N1,i,i
O=C(COC(=O)/C=C/c1ccco1)NC1CCCCC1,i,i
O=C1C(=Cc2cccs2)Oc2ccccc21,i,i
CCOc1cc(/C=C/C(=O)OCC(=O)NCCN2C(=O)CSC2=O)ccc1OCC(C)C,i,i
COC(=O)c1ccc2c(C)c(C3(O)CCCCC3)[nH]c2c1,i,i
OC(c1ccccc1)C(O)C(c1ccccc1)N1CCCCC1 (configuration not stated),i,i
O=C1NC(=O)C(Cc2ccc(Cl)cc2)(c2ccccc2)N1 (configuration not stated),i,i
CN(C)C(CNC(=O)CCNC(=O)c1ccccc1Cl)c1ccco1 (configuration not stated),i,i
COc1cc(/C=C/C(=O)OCC(=O)N(C)Cc2ccccc2)ccc1O,i,i
N#CC1(NC(=O)CSc2nnc3n2CCCCC3)CCCCC1,i,i
Brc1ccccc1-c1nc2c3ccccc3ncn2n1,-9.4*,i
CCN(C(=O)COC(=O)/C=C/c1ccc(OC)c(OC)c1)c1c(N)n(Cc2ccccc2)c(=O)[nH]c1=O,i,i
Nc1c(C(=O)CSc2nnc(-c3ccccc3)o2)c(=O)[nH]c(=O)n1C1CC1,i,i

# Additional structures follow:
SMILES,KCNK3 block,TMEM16A act
COCCN(C(=O)c1cc(CN2C(=O)c3ccccc3C2=O)ccc1OC)c1c(N)n(CC(C)C)c(=O)[nH]c1=O,i,i
Cn1c(=O)c2ncn(C)c2n(C)c1=O,i,i
COc1ccc(/C=C/C(=O)c2ccc3c(c2)OCO3)cc1OC,i,i
Cc1nc(SCC(=O)NC2CCS(=O)(=O)C2)c(C#N)c(C)c1C (configuration not stated),i,i
O=C1CC(c2ccccc2)Oc2ccc(Cl)cc21 (configuration not stated),i,i
O=C1CCn2c1c(O)c1ccccc1c2=O,i,i
O=C(NNC(=O)c1ccc2ccccc2c1)c1cccc(Br)c1,i,i
CC(NC(=O)COC(=O)C1(C)CC1(Cl)Cl)c1ccccc1 (configuration not stated),i,i
CCCOc1cc(NCc2ccccc2)c2ncn(C(C)C)c2c1,i,i
O=C(CNc1ccc(C(F)(F)F)cc1)Nc1cccc(S(=O)(=O)N2CCCC2)c1,i,i
CCN(CC(=O)Nc1c(F)cccc1F)C(=O)c1cccc(S(=O)(=O)N2CCCCCC2)c1,i,i
COc1ccc(CNC(=O)CCCN2C(=O)NC3(CCCC3)C2=O)cc1,i,i
C[C@H](CO)N1C[C@H](C)[C@@H](CN(C)CC2CC2)Oc2c(NC(=O)Cc3ccccc3)cccc2C1=O,i,i
Cn1c(SCC(=O)N2CC(=O)Nc3ccccc32)nc2ccccc2c1=O,i,i
CCCCSc1nc2c([nH]1)c(=S)n(C)c(=O)n2C,i,i
COc1ccc(NS(=O)(=O)c2cc([N+](=O)[O-])ccc2N/N=C/c2c(C)[nH]c3ccccc23)cc1,i,i
CCN1C(=O)C(=O)N(CC(=O)N(C)CC(=O)Nc2ccccc2C(F)(F)F)C1=O,i,i
COc1ccccc1C1=CC(=O)C[C@H](c2ccc3c(c2)OCO3)C1,i,i
CCOC(=O)C1=CC[C@@H](c2cc(OC)c(OC)c(OC)c2)N(S(=O)(=O)c2ccc(C)cc2)[C@H]1C(=O)OCC,i,i
O=C(CSc1nc2ncc(Cl)cc2[nH]1)N1CCC(Cc2ccccc2)CC1,i,i
CC1(C)Oc2ccc3ccc(=O)oc3c2[C@@H](O)[C@@H]1O,i,i
CSc1nc(N)nc2c1ncn2C1OC(CO)CC1O (configuration not stated),i,i
O=C(Nc1ccccc1N1CCCC1)C1=COCCO1,i,i
O=C(CCc1ccc(S(=O)(=O)N2CCOCC2)cc1)OCC(=O)c1ccccc1,i,i
COc1ccc(NS(=O)(=O)c2ccc(C(=O)N(C)Cc3cccs3)cc2)cc1,i,i

# Continued.
SMILES,KCNK3 block,TMEM16A act
O=C(NCCO)c1nc(C(=O)c2ccc(Cl)cc2)c2ccccc2n1,i,i
c1coc(C2=NC(c3ccco3)C(c3ccco3)N2)c1 (configuration not stated),i,i
CCOC(=O)c1c(C)[nH]c(C(=O)OC(C)C(=O)NC2CCCCC2C)c1C (configuration not stated),i,i
Cc1ccc(N(CCC#N)C(=O)CSc2nnc3ccccn23)cc1,i,i
CCN(c1ccccc1)S(=O)(=O)c1ccc(Oc2ccccc2C(C)=O)nc1,i,i
O=C(COC(=O)c1cc(=O)[nH]c2ccccc12)NCc1cccc(Cl)c1,i,i
CCOC(=O)[C@H]1[C@H]2COc3ccc(C)cc3[C@@H]2N2C(=O)c3cc(C)ccc3NC(=O)[C@@]12C,i,i
CC(C)(C)OC(=O)N[C@@H](/C=C/c1ccccc1)C(=O)OC(C)(C)C,i,i
COc1ccc(CC(=O)OCc2csc(CC(=O)Nc3ccc(C)cc3)n2)cc1,i,i
CCc1nc(N)nc(N)c1-c1ccc(N(C)Cc2ccccc2)c([N+](=O)[O-])c1,i,i
CCCCCCCSc1ncnc2[nH]ncc12,i,i
CC(=O)c1cccc(NC(=O)COC(=O)C2CCCN2C(=O)c2cccs2)c1 (configuration not stated),i,i
CCOc1ccc(CCNC(=O)COC(=O)COc2ccc(C#N)cc2)cc1OCC,i,i
CC(=O)N1c2ccccc2C2CCCC[C@H]21 (some centres not stated),i,i
Cc1ccc(S(=O)(=O)Nc2ccc3c(c2)C(=O)N([C@H](C)CO)C[C@H](C)[C@@H](CN(C)Cc2ccccc2)O3)cc1,-10*,i
COc1ccccc1NS(=O)(=O)c1cc(N=N/C(C(=O)Nc2ccc(Cl)cc2)=C(/C)O)ccc1C,i,i
CC(C)(C)OC(=O)N1CCN(C(=O)c2nc[nH]c2C(=O)N2CCN(c3ccccc3)CC2)CC1,i,i
CCc1c(Nc2ccccc2C)nc(N)[nH]c1=O,i,i
CCN(CC)S(=O)(=O)c1cc(NS(=O)(=O)c2cccs2)ccc1C,i,i
CCCn1c(SCC(=O)N2CC(=O)Nc3ccccc32)n[nH]c1=O,i,i
O=C(c1cncc(Br)c1)N1CCN(S(=O)(=O)c2ccc3ccccc3c2)CC1,i,i
COC(=O)C1=C(C)N(Cc2ccccc2)C(=NCCc2c[nH]c3ccccc23)N[C@H]1c1cccc(F)c1,i,i
CCOC(=O)[C@@H]1[C@H]2COc3ccccc3[C@@H]2N2C(=O)N(c3ccc(C)cc3)C(=O)[C@@]12C,i,i
C=CCn1c(SCC(=O)c2c(N)n(C3CC3)c(=O)[nH]c2=O)nnc1-c1ccc(OC)cc1,i,i
COCCN(Cc1nc2ccccc2c(=O)[nH]1)C(=O)COc1ccccc1-c1ccccc1,i,i

# Part of the list above, set out differently:
# Values run as follows: KCNK3 block, TMEM16A act
- CC(C)(C)OC(=O)N1CCN(C(=O)c2nc[nH]c2C(=O)N2CCN(c3ccccc3)CC2)CC1
 : i, i
- CCOc1ccc(CCNC(=O)COC(=O)COc2ccc(C#N)cc2)cc1OCC
 : i, i

# Complete entries from above.
# `COc1ccc(CC(=O)OCc2csc(CC(=O)Nc3ccc(C)cc3)n2)cc1` reads KCNK3 block = i; TMEM16A act = i
# `CC(C)(C)OC(=O)N[C@@H](/C=C/c1ccccc1)C(=O)OC(C)(C)C` reads KCNK3 block = i; TMEM16A act = i
# `COc1ccccc1NS(=O)(=O)c1cc(N=N/C(C(=O)Nc2ccc(Cl)cc2)=C(/C)O)ccc1C` reads KCNK3 block = i; TMEM16A act = i

# (more compounds)
SMILES,KCNK3 block,TMEM16A act
Cc1nc2ccc(NC(=O)c3ccc(C)c(S(=O)(=O)N4CCOCC4)c3)cc2s1,i,i
O=C(CNC(=O)C12CC3CC(CC(C3)C1)C2)OCc1ccc(F)cc1Cl,i,i
NCc1ccccc1CS(=O)(=O)N1CCOCC1,i,i
COc1cc(C(=O)OCC(=O)NC2CCCCC2)cc(OC)c1OC,i,i
CON=C(C(=O)NC1C(=O)N2C(C(=O)O)=C(CSc3nc(=O)c(=O)[nH]n3C)CSC12)c1csc(N)n1 (configuration not stated),i,i
COc1cc(/C=C/C(=O)OCC(=O)Nc2c(C)n(C)n(-c3ccccc3)c2=O)cc(OC)c1OC,i,i
Cc1ccccc1OCC(=O)OCC(=O)NCc1ccccc1,i,i
CC(=O)c1ccc(S(=O)(=O)N2CCC(C(=O)Nc3ncc(C)s3)CC2)cc1,i,i
CCOC(=O)c1cc(NC(=O)c2ccccc2)c(=O)oc1C(F)(F)F,i,i
Cc1ccc(C(=O)OCC(=O)NC2CC2)cc1S(=O)(=O)N1CCOCC1,i,i
O=c1[nH]c(=O)n(CCCc2ccccc2)cc1-c1ccccc1,i,i
Cc1ccc(NC(=O)c2cc(S(=O)(=O)N3CCOCC3)ccc2Cl)cc1S(=O)(=O)N1CCOCC1,i,i
CCN(C(=O)COC(=O)c1ccc(O)cc1O)c1c(N)n(Cc2ccccc2)c(=O)[nH]c1=O,i,i
CN(c1ccccc1)S(=O)(=O)c1cccc(NC(=O)CN2C(=O)NC3(CCCCC3)C2=O)c1,i,i
COC(=O)c1cc(C(=O)OCC(=O)c2ccc[nH]2)cc([N+](=O)[O-])c1,i,i
CCCCn1c(N)c(N(CCC(C)C)C(=O)CSc2nc3ccccc3n2C)c(=O)[nH]c1=O,i,i
C=C1c2cccc(OC)c2O[C@H](C(=O)OCC)[C@@H]1CCCCCC,i,i
O=C(CCNC(=O)c1ccccc1Cl)NCC1COc2ccccc2O1 (configuration not stated),i,i
O=C(CNC(=O)c1ccc(C(F)(F)F)cc1)NC1CC1,i,i
COc1ccc(-n2nc(C(=O)N3CCN(c4ccc(F)cc4)CC3)c3ccccc3c2=O)c(OC)c1,i,i
COC(=O)C1=CO[C@@H](O[C@@H]2O[C@H](CO)[C@@H](O)[C@H](O)[C@H]2O)C2C(CO)=CCC12 (some centres not stated),i,i
O=C(CCNC(=O)c1ccc([N+](=O)[O-])cc1)Nc1cccc(S(=O)(=O)N2CCCCCC2)c1,i,i
CN(Cc1ccccc1)C(=O)COC(=O)CN1C(=O)c2ccccc2C1=O,i,i
CNS(=O)(=O)c1cccc(C(=O)OCC(=O)c2ccc3[nH]c(=O)[nH]c3c2)c1,i,i
O=c1cc(-c2ccccc2)ss1,i,i

# Sorted by length of the SMILES (rising): three of the compounds above.
SMILES,KCNK3 block,TMEM16A act
O=C(CCNC(=O)c1ccccc1Cl)NCC1COc2ccccc2O1 (configuration not stated),i,i
CN(Cc1ccccc1)C(=O)COC(=O)CN1C(=O)c2ccccc2C1=O,i,i
CNS(=O)(=O)c1cccc(C(=O)OCC(=O)c2ccc3[nH]c(=O)[nH]c3c2)c1,i,i

# (further entries)
SMILES,KCNK3 block,TMEM16A act
CN(CCc1ccccc1)C(=O)c1cccc(NC(=O)Cc2ccc([N+](=O)[O-])cc2)c1,i,i
CCN(CC)c1nc(NNC(=O)c2ccccc2)nc(N(CC)CC)n1,i,i
NC(=S)NN=C1Cc2cccc3cccc1c23,i,i
COc1ccc(NS(=O)(=O)c2ccc(C)c(NC(=O)CN3C(=O)NC4(CCCC4)C3=O)c2)cc1,i,i
COc1ccccc1-c1oc2ccccc2c1C#CCCO,i,i
COc1ccc(C2c3cc4c(cc3OC(NNC(N)=O)C2C)OCO4)cc1 (configuration not stated),i,i
Cc1nc(CN2CCN(S(=O)(=O)c3c(Cl)cc(Br)cc3Cl)CC2)cs1,i,i
COc1ccc(NC(=O)c2ccc(NC(=O)c3nc4nc(C)cc(C)n4n3)cc2)cc1,i,i
COc1ccc(NC(=O)CN2CCCC2c2cccs2)cc1S(=O)(=O)N1CCCCC1 (configuration not stated),i,i
O=C(NC(=S)Nc1ccc(O)cc1)C1CCCC1,i,i
Fc1cccc(CCN2CCNC[C@@H]2c2ccccc2)c1,i,i
Cc1cccc(C)c1NC(=O)CN(C)C(=O)CCc1nc2sc3c(c2c(=O)[nH]1)CCCC3,i,i
O=C(NN=Cc1cc(Cl)ccc1[N+](=O)[O-])c1cccc2ccccc12,i,i
CC(NC(=O)c1cc(S(=O)(=O)N2CCCC2)ccc1Cl)c1ccccn1 (configuration not stated),i,i
CC(C)C(NC(=O)c1ccccc1)C(=O)OCC(=O)N1CCCCC1 (configuration not stated),i,i
Cc1cccc(N2CCN(C(=O)c3ccc4ccccc4c3)CC2C)c1 (configuration not stated),i,i
O=C(O)c1ccccc1N=N/C(=N/Nc1cc(S(=O)(=O)O)ccc1O)c1ccccc1,i,i
CCc1ccc(-c2nc(SCC(=O)c3c(N)n(C)c(=O)n(C)c3=O)n[nH]2)cc1,i,i
Cc1sc2ncnc(N3CCC(C(=O)Nc4ccc(Cl)c(Cl)c4)CC3)c2c1C,-10*,i
COc1ccc(CCC2(C)OCC(CCCCO)O2)cc1 (configuration not stated),i,i
COc1cc(OC)c(C(=O)OCC(=O)NCC2CCCCC2)cc1OC,i,i
COc1cc(C(=O)Nc2cccc(S(=O)(=O)NCc3ccco3)c2)cc(OC)c1OC,i,i
O=S(=O)(NCCN1CCN(S(=O)(=O)c2ccccc2F)CC1)c1ccccc1F,i,i
